Screening data from PubChem.
Mtb FBA inh: inhibitors of M. tuberculosis fructose-bisphosphate aldolase. 2.3% of 360,000 active. purified M. tuberculosis FBA, fluorescence read-out. P9WQA3. AID 588726. inhibition, % at 1 µM; in the data active = inhibition above about 27%;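 also: 0% = vehicle and 100% = reference inhibitor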
Target sequence (P9WQA3 whole entry, looked up): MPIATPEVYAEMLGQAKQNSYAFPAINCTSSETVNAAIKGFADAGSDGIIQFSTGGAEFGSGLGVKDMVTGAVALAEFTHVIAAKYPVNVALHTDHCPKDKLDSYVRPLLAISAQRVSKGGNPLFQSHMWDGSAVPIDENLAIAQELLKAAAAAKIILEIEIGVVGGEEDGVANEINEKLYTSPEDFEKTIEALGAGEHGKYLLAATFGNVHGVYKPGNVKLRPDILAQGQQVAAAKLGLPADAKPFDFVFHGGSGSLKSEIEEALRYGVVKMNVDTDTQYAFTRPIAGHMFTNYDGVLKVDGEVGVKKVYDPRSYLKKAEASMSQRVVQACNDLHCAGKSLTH
CCHFV vOTU inh: blocks the CCHF virus ovarian tumor domain protease; CCHFV vOTU protease, Pep-AMC fluorescence; inhibition, % at 11.5 µM; 0.55% of 370,000 active; AID 651958; also: 0% = vehicle wells with enzyme and 100% = no enzyme wells
Mtb BioA inh: inhibitors of Mycobacterium tuberculosis BioA enzyme; purified M. tuberculosis BioA enzyme, plate reader; inhibition, % at 9.99 µM; 0.096% of 360,000 active; in the data active = inhibition above about 40%; inconclusive = no clear call, values can overlap the other calls
PrPC TRFRET: reduces human prion protein on the cell surface; cell surface PrPC, TR-FRET read-out; inhibition, % at 13.8 µM; 0.43% of 370,000 active; AID 720596; P04156; in the data active = inhibition above about 24%; also: 0% = median of the test wells and 100% = reference compound wells
BoNT-F LC inh: BoNT F light chain protease inhibition; inhibition, % at 10 µM; 0.22% of 360,000 active; Multiplex microsphere protease cleavage assay, flow cytometry; in the data active = inhibition above about 35%, passing the limit was not always enough; inconclusive = no clear call, values can overlap the other calls; also: plate controls were buffer without enzyme for full effect and enzyme alone for no effect
GDH-TPI inh: counter-screen for M. tuberculosis FBA inhibitors: GDH-TPI coupled enzymes; inhibition, % at 4.8 µM; 1.2% of 360,000 active; GDH-TPI coupled enzyme counterscreen, NADH absorbance;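 also: 0% = DMSO wells and 100% = wells lacking the enzyme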
UGM FP inh: inhibitors of M. tuberculosis UDP-galactopyranose mutase. inhibition, % at 10 µM. P9WIQ1. 0.06% of 320,000 active. purified UGM, fluorescence polarization probe displacement. AID 504406; in the data active = inhibition above about 10%, passing the limit was not always enough; inconclusive = no clear call, values can overlap the other calls
Target sequence (P9WIQ1 whole entry, looked up): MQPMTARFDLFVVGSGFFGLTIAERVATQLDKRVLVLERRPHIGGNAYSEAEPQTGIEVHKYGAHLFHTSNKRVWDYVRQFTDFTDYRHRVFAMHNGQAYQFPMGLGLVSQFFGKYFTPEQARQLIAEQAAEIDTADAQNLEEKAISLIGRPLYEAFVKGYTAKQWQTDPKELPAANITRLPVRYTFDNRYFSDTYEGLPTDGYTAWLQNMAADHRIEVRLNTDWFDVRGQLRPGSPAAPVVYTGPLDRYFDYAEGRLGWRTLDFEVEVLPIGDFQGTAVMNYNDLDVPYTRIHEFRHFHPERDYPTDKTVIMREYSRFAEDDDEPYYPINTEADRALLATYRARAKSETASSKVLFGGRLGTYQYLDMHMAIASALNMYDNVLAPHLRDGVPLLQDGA
FadD28 FP inh: blocks FadD28 binding to the bisubstrate probe; AID 588549; inhibition, % at 12.5 µM; 0.22% of 360,000 active; fluorescence polarization; in the data active = inhibition above about 8.5%, passing the limit was not always enough; inconclusive = no clear call, values can overlap the other calls
BoNT A protease: inhibitors of Botulinum neurotoxin A light chain protease | 0.17% of 360,000 active | multiplex microsphere protease substrate cleavage, flow cytometry | inhibition, % at 10 µM; in the data active = inhibition above about 30%; inconclusive = no clear call, values can overlap the other calls; also: plate controls were buffer without enzyme for full effect and enzyme alone for no effect
Numbers without * were called inactive; u = inconclusive; x = not tested or not shown. Rule as the data show it, unless noted: active = inhibition above about 30%; inactive = the rest.

SMILES	Mtb FBA inh	CCHFV vOTU inh	Mtb BioA inh	PrPC TRFRET	BoNT-F LC inh	GDH-TPI inh	UGM FP inh	FadD28 FP inh	BoNT A protease
Cc1onc(-c2ccccc2Cl)c1C(=O)Nc1ccc(OCC(=O)N2CCOCC2)cc1	-0.7	-0.3	0.9	1.5	-1.7	11.2	1.1	-1.8	-0.1
COCCNC(=O)C1(C)CCCN(C(=O)c2ccc(C)c(F)c2)C1 (stereo not drawn)	3.5	-2.9	0.2	2.5	-3.9	5.6	x	-1.6	0.4
OCCCc1nc2ccccc2n1CCCCOc1ccccc1	-0.6	7.6	2.9	10.1	-3.3	-10.8	-3.1	-3.8	2.9
C=CCNc1ncnc2c1cnn2-c1ccc(C)cc1C	1.6	6.7	0.8	10.8	-3.8	7.5	1.4	-2.0	-1.7
NC(=O)c1ccc(NC(=O)CCCN2C(=O)NC3(CCCC3)C2=O)cc1	-1.1	7.2	1.4	-3.6	2.7	-1.1	1.0	-0.1	6.0
CCOc1ncc(S(=O)(=O)N2CCN(CC)CC2)cc1C(=O)O	-1.2	-3.7	-0.3	2.6	-5.3	0.7	-3.0	-2.4	1.3
CN(Cc1ccc(Cl)cc1)C(=O)c1cc(S(=O)(=O)N2CCOCC2)ccc1N1CCCC1	-0.9	-8.3	-1.0	-2.9	-0.4	4.2	0.8	-3.4	0.9
Cc1ccc(NS(=O)(=O)c2ccc(C(=O)NCc3cccnc3)cc2)cc1	-1.4	15.9	0.6	1.3	0.7	1.4	0.7	-4.5	-1.4
O=C(N/N=C/c1ccccn1)C(O)c1ccccc1 (stereo not drawn)	-2.6	-6.1	1.4	-3.4	u	1.5	-7.6	-0.7	-3.7
CC1CCCN(C(=O)COC(=O)C2CCN(S(=O)(=O)c3ccc(Cl)c(C(F)(F)F)c3)CC2)C1 (stereo not drawn)	2.6	-5.8	-0.8	-4.8	3.3	6.4	-2.1	-2.6	2.2
Cc1cccn2c(=O)c(C=C(C#N)C#N)c(N3CCN(c4cccc(Cl)c4)CC3)nc12	4.8	-5.7	-3.2	-2.1	4.8	3.8	4.0	1.2	1.8
O=C(c1ccc(Cn2cnnn2)cc1)N1CCCC(Nc2ccc(F)c(F)c2)C1 (stereo not drawn)	0.0	10.3	0.8	1.8	1.2	-3.5	-1.3	-1.7	0.9
Cc1ccccc1/C=C/c1nc2ccccc2c(=O)n1CCc1ccccc1	0.9	-3.2	x	-10.5	-7.3	10.5	2.8	-0.9	-1.1
O=C(Oc1ccc(Oc2ccccc2)cc1)N1CCC(O)CC1	0.3	-5.7	0.2	-2.6	u	3.4	0.4	-0.6	-2.7
CCSC1=C(C#N)C2(CCCC2)C(C#N)=C(N)N1	2.0	9.2	0.8	1.1	-18.6	24.9	-1.2	-2.7	-0.9

As a working copy, some entries already given:
SMILES	Mtb FBA inh	CCHFV vOTU inh	Mtb BioA inh	PrPC TRFRET	BoNT-F LC inh	GDH-TPI inh	UGM FP inh	FadD28 FP inh	BoNT A protease
Cc1onc(-c2ccccc2Cl)c1C(=O)Nc1ccc(OCC(=O)N2CCOCC2)cc1	-0.7	-0.3	0.9	1.5	-1.7	11.2	1.1	-1.8	-0.1
COCCNC(=O)C1(C)CCCN(C(=O)c2ccc(C)c(F)c2)C1 (stereo not drawn)	3.5	-2.9	0.2	2.5	-3.9	5.6	x	-1.6	0.4
OCCCc1nc2ccccc2n1CCCCOc1ccccc1	-0.6	7.6	2.9	10.1	-3.3	-10.8	-3.1	-3.8	2.9
C=CCNc1ncnc2c1cnn2-c1ccc(C)cc1C	1.6	6.7	0.8	10.8	-3.8	7.5	1.4	-2.0	-1.7
NC(=O)c1ccc(NC(=O)CCCN2C(=O)NC3(CCCC3)C2=O)cc1	-1.1	7.2	1.4	-3.6	2.7	-1.1	1.0	-0.1	6.0
CCOc1ncc(S(=O)(=O)N2CCN(CC)CC2)cc1C(=O)O	-1.2	-3.7	-0.3	2.6	-5.3	0.7	-3.0	-2.4	1.3

Later entries.
SMILES	Mtb FBA inh	CCHFV vOTU inh	Mtb BioA inh	PrPC TRFRET	BoNT-F LC inh	GDH-TPI inh	UGM FP inh	FadD28 FP inh	BoNT A protease
CCCc1c(O)c2ccccc2[nH]c1=O	29.9*	-4.8	-2.8	3.7	2.5	-9.1	-0.2	-0.6	-1.7
COc1ccccc1-c1cc(C(=O)O)c2c(=O)n(C)c(=O)n(Cc3ccccc3)c2n1	38.2*	-7.5	0.3	3.0	8.9	3.4	3.3	-1.3	1.2
COc1ccc(-c2nc3c(c(=O)[nH]c(=O)n3Cc3ccccc3)n2CCO)cc1	38.9*	-7.3	0.2	7.5	-3.4	-3.1	-2.3	0.0	-0.8
Cc1ccc(/C=C2\C(=O)NC(=O)N2C)o1	1.9	-0.9	-2.0	-10.5	11.1	7.6	1.5	1.6	2.8
O=c1c2c(nc3c(-c4cccc5ccccc45)c[nH]n13)CCC2	129.4*	-3.9	3.3	-1.1	-4.2	4.9	-0.8	-4.3	-0.6
CC(C)c1ccc(NCCC(=O)c2ccc(Br)cc2)cc1	-4.0	5.3	-0.6	-4.0	-3.2	-5.4	1.2	-0.6	-0.8
CC(N=Cc1c(O)c2ccccc2oc1=O)C(=O)O (stereo not drawn)	5.4	3.8	x	-3.9	-2.4	14.0	3.1	-0.6	-1.5
CCOC(=O)C1CC(=O)c2ccccc2C1c1ccccc1 (stereo not drawn)	-0.4	5.4	-1.6	-6.5	-2.1	2.6	x	-1.2	-0.2
CC(=O)N1CCOc2cc(S(=O)(=O)NC(C)c3ccccc3)c(Cl)cc21 (stereo not drawn)	3.2	7.3	1.5	3.3	0.6	10.6	2.6	0.5	-0.4
CN(C(=O)CSc1nc(N)c2c3c(sc2n1)CSC(C)(C)C3)c1ccccc1	30.8*	-29.2	-1.1	2.2	-6.7	2.6	1.3	-0.8	1.6
O=C(O)c1nn(CC(=O)N2CCCCCC2)c(=O)c2ccccc12	4.2	-3.8	x	0.7	-1.0	-3.1	2.0	-2.8	-0.8
COC(=O)c1ccc(S(=O)(=O)NCc2ccco2)o1	-2.3	-8.0	-1.5	-0.7	u	1.1	-2.0	-1.9	u
Cc1occc1C(=O)O/N=C(\N)c1ccc(Cl)cc1	0.3	-8.9	1.0	-0.6	40.0*	2.3	-0.4	-1.2	-1.1
Cn1cccc1C(=O)OCc1nc2ccccc2c(=O)[nH]1	-0.1	10.5	x	-3.0	-1.8	-0.7	2.7	-2.7	0.3
O=C1CCC(c2ccccc2)=NN1Cc1c(F)cccc1Cl	0.9	-6.3	0.0	5.9	1.2	-3.4	-0.1	0.2	-0.7

Grouped by structure: the entries above with an aryl methoxy group.
SMILES	Mtb FBA inh	CCHFV vOTU inh	Mtb BioA inh	PrPC TRFRET	BoNT-F LC inh	GDH-TPI inh	UGM FP inh	FadD28 FP inh	BoNT A protease
COc1ccccc1-c1cc(C(=O)O)c2c(=O)n(C)c(=O)n(Cc3ccccc3)c2n1	38.2*	-7.5	0.3	3.0	8.9	3.4	3.3	-1.3	1.2
COc1ccc(-c2nc3c(c(=O)[nH]c(=O)n3Cc3ccccc3)n2CCO)cc1	38.9*	-7.3	0.2	7.5	-3.4	-3.1	-2.3	0.0	-0.8

Some of the entries so far, with two lines to a compound.
Sequence of screens – Mtb FBA inh | CCHFV vOTU inh | Mtb BioA inh | PrPC TRFRET | BoNT-F LC inh | GDH-TPI inh | UGM FP inh | FadD28 FP inh | BoNT A protease
OCCCc1nc2ccccc2n1CCCCOc1ccccc1
→ -0.6 | 7.6 | 2.9 | 10.1 | -3.3 | -10.8 | -3.1 | -3.8 | 2.9
O=C(c1ccc(Cn2cnnn2)cc1)N1CCCC(Nc2ccc(F)c(F)c2)C1 (stereo not drawn)
→ 0.0 | 10.3 | 0.8 | 1.8 | 1.2 | -3.5 | -1.3 | -1.7 | 0.9

Following part.
SMILES	Mtb FBA inh	CCHFV vOTU inh	Mtb BioA inh	PrPC TRFRET	BoNT-F LC inh	GDH-TPI inh	UGM FP inh	FadD28 FP inh	BoNT A protease
Cc1ccc(OCC(=O)Nc2ccc(N3CCN(S(C)(=O)=O)CC3)cc2)cc1	2.2	10.0	x	3.0	-5.3	4.9	-0.5	-1.9	-0.3
Cc1csc(NC(=O)c2ccc(Cn3nc(C)c(Br)c3C)o2)n1	0.9	7.0	-1.0	21.3	-9.5	8.4	0.5	-0.6	-3.7
O=C(O)c1cccc(S(=O)(=O)Nc2ccccc2Cl)c1	-0.6	-2.9	1.2	-2.9	-2.8	-3.8	-0.1	-0.8	0.8
CCCCc1c(-c2ccccc2OC)ncn1CCc1ccc(Cl)cc1	x	21.0	x	11.6	-9.3	x	x	x	0.3
CCN(CC)CCNC(=O)c1ccc(CS(=O)(=O)c2ccc(Br)cc2)o1	-1.6	3.6	-1.2	-1.4	-2.1	-2.0	-1.5	-1.5	0.2
CN(CC(=O)Nc1ccc(Cl)cc1)C(=O)CNC(=O)c1ccc(Br)o1	3.0	3.0	0.1	7.0	10.9	-5.6	-1.6	-2.5	1.0
CCNC1(C#N)CCN(Cc2ccccc2)CC1	0.2	-5.9	-0.2	-7.2	-0.4	7.3	x	0.7	-0.5
Oc1c(C2=NCCNC(C(F)(F)F)=C2)ccc2ccccc12	-13.2	19.1	x	-13.5	-9.6	20.2	x	1.9	-2.4
COCCn1c(SCC(=O)NN2C(=O)NC(C)(c3ccccc3)C2=O)nnc1-c1ccncc1 (stereo not drawn)	-0.9	34.8*	-1.3	-8.5	5.2	-3.9	0.4	-4.0	0.5
COc1ccc(OCc2nnc(SCC(=O)Nc3ccccc3C#N)o2)cc1	-0.2	10.5	1.2	-8.7	-7.4	-8.8	-0.8	x	-3.1
CCCP(=O)(CC(=O)O)c1ccccc1 (stereo not drawn)	-2.1	0.4	-1.7	-4.8	1.5	-2.3	1.5	-0.8	0.6
CSc1nc(C)cc(Oc2ccccc2)n1	-2.7	3.3	x	3.9	-5.8	1.9	0.1	-0.7	0.3
CCC1(c2ccccc2)SC(N)=NC1=O (stereo not drawn)	-2.1	1.9	0.9	2.4	-4.4	-2.2	x	-3.4	-0.8
CCOC(=O)NNc1ccc(C(F)(F)F)cn1	-8.1	-6.0	0.3	-2.1	u	-1.5	-1.0	-4.0	u
CC1CCC(C(C)C)C(OC(=O)CSc2nnc(N)s2)C1 (stereo not drawn)	-0.7	20.6	-0.2	-4.8	-14.9	-2.5	x	-2.6	-0.3
CN(c1cccc(Cl)c1)S(=O)(=O)c1cccc(C(=O)NC2=NCCS2)c1	1.2	-2.7	-0.1	7.0	-14.6	-8.3	-2.8	-2.5	-0.2
O=c1c2[nH]c3ccccc3c2ncn1Cc1cccnc1	8.2	-10.6	-2.2	4.2	-4.5	-1.9	x	-1.3	-1.1
COc1cc2cc(-c3ccc(O)cc3O)nc(C)c2cc1OC	-1.5	23.0	1.0	-16.6	-9.9	4.6	2.0	-3.2	0.6
CCOC(=O)[C@@H]1[C@H]2COc3cc(OC)ccc3[C@H]2N2C(=O)N(c3ccc(OC)cc3)C(=O)[C@]12C	-1.5	-3.1	-0.8	-3.6	-3.0	2.7	-1.6	-0.4	0.1
O[C@H]1CN(CC2CCCCC2)[C@@H](c2ccc(Cl)cc2)C[C@@H]1n1cc(-c2ccc(F)cc2)nn1	0.3	-8.6	-3.0	-1.3	-6.1	-8.1	x	-0.8	-0.1
